Pf Dd2 growth: P. falciparum Dd2 growth inhibitors, primary screen, SYBR Green fluorescence, single dose replicates; activity change, % at 10 µM; 2.3% of 94,000 active; 72 h; stronger effect = lower value; in the data active = activity change below about -80%; inconclusive = no clear call, values can overlap the other calls
T cruzi growth: T. cruzi intracellular proliferation inhibitors, primary screen, cell-based, beta-gal Tulahuen parasites, NIH3T3 host, luminescence; inhibition, % at 8.34 µM; T. cruzi beta-gal in NIH3T3, GalScreen luminescence, 90 h; 5.9% of 77,000 active;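 active = mean inhibition above about 93%, with at least 55% of replicates each passing it, limit read from the data, passing the limit was not always enough; inconclusive = only one of those two conditions holds; inactive = neither condition holds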
C diff growth: C. difficile growth inhibitors, primary screen, HTS. AID 1259249, 2017. Clostridium difficile clinical isolate growth, OD600, 24 h; stronger effect = lower value. growth activity, negative = inhibition, % at 16 µg/mL (by protocol). 0.25% of 86,000 active;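 active = mean growth activity at or below -80% and every replicate also at or below -80%; inconclusive = mean at or below -80% but some replicate above -80%; inactive = mean growth activity above -80%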;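 also: 0% = DMSO wells and -100% = levofloxacin 16 µg/mL wells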
KDM4C inh: inhibitors of GASC-1 (KDM4C) histone demethylase, primary screen, biochemical, single concentration HTS; 0.15% of 96,000 active; inhibition, % at 12.5 µM; GST-KDM4C 2-372, H3K9me3 peptide, LANCE TR-FRET;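 active = mean replicate inhibition above about 25%, with at least 55% of replicates also reaching it, limit read from the data, passing the limit was not always enough; inconclusive = only one of those two conditions met; inactive = neither condition met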
Target sequence (Q9H3R0 2-372 limits assumed): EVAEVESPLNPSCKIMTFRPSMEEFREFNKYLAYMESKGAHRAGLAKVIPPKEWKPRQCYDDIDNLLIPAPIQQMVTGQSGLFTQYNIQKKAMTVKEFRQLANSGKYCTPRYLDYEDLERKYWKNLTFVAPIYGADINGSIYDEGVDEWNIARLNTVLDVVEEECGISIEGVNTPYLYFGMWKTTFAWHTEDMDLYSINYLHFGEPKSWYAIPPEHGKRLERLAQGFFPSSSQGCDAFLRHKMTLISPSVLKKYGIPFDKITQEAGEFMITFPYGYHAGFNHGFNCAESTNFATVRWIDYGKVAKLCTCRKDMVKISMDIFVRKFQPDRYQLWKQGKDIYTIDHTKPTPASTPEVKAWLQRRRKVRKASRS
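Material: GST-tagged GASC-1 (JMJD2C) catalytic fragment, aa 2-372. Input: enzyme final amount 10 nM. Medium: HEPES buffer, pH 7.5, plus ascorbate. Reagent: H3K9me3 peptide substrate, Fe(II), 2-oxoglutarate. Doses: single dose. Times: reaction 30 min RT, detection step 1 h RT. Measured by: LANCE TR-FRET. Evaluation: Fall in 671/618 emission ratio as inhibition.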
Active calls of the source: *; ? = inconclusive; nt = no result given; & = joins results of further samples.

item	Molecule	Pf Dd2 growth	T cruzi growth	C diff growth	KDM4C inh
1	N#C[C@H]1[C@H](c2ccccc2C2=CCCCC2)[C@@H](CO)N1S(=O)(=O)c1ccccc1	-13	nt	-7	1.8
2	CC(=O)N1[C@H](CO)[C@H](c2ccccc2)[C@H]1CN(CC1CCC1)C(=O)CN(C)C	0	101*	-8	-2.5
3	CCCNC(=O)Nc1ccc2c(c1)C(=O)N(C)[C@H]1CC[C@H](CC(=O)NC3CCC3)O[C@H]1CO2	-5	58	-2	1.1
4	COc1ccc(NC(=O)N(C)C[C@@H]2Oc3c(NS(=O)(=O)c4cn(C)cn4)cccc3C(=O)N([C@H](C)CO)C[C@H]2C)cc1	8	-4	0	0.6
5	COc1ccc(NC(=O)N(C)C[C@@H]2Oc3c(NS(=O)(=O)c4ccc(Cl)cc4)cccc3C(=O)N([C@@H](C)CO)C[C@H]2C)cc1	-1	-7	-10	-0.4
6	Cc1nn(C)cc1NC(=O)C[C@H]1CC[C@@H]2[C@H](COc3ccc(NC(=O)C4CCC4)cc3C(=O)N2C)O1	2	-11	1	18
7	C[C@H]1CCCCO[C@@H](CN(C)S(=O)(=O)c2ccc(F)cc2)[C@@H](C)CN([C@@H](C)CO)C(=O)c2cc(NC(=O)C3CCCCC3)ccc2O1	-76	17	-6	0.0
8	C[C@H](O)C#Cc1ccc2c(c1)O[C@@H](CN(C)Cc1ccccc1)[C@H](C)CN([C@H](C)CO)S2(=O)=O	-42	-4	-6	nt
9	CC(=O)N1[C@@H](CO)[C@H](c2ccc(-c3ccc(F)cc3)cc2)[C@@H]1CNC(=O)C1CC1	-37	27	-5	-1.0
10	C[C@H](CO)N1C[C@H](C)[C@@H](CN(C)S(=O)(=O)c2cn(C)cn2)OCc2ccccc2-c2ccccc2C1=O	25	64	6	-0.3
11	C[C@@H]1CN([C@H](C)CO)C(=O)c2cccc(NS(C)(=O)=O)c2O[C@@H]1CN(C)Cc1ccc(C(F)(F)F)cc1	-10	61	3	0.7
12	CCCNC(=O)N1CCC2(CC1)CN(C(=O)Nc1ccc(F)cc1)[C@H](CO)c1[nH]c3cc(OC)ccc3c12	-47	nt	9	-1.9
13	COCCNC(=O)c1cc2c(c(-c3cccc(-c4cccc(F)c4)c3)n1)[C@@H](CCO)N([S@](=O)C(C)(C)C)C2	-27	41	nt	0.5
14	C[C@@H]1CCCCO[C@@H](CN(C)Cc2ccccc2)[C@H](C)CN([C@H](C)CO)C(=O)c2cc(NC(=O)Nc3ccc(C(F)(F)F)cc3)ccc2O1	-69	85	22	-4.2
15	COc1ccc(-c2ccc([C@H]3[C@H](C#N)N(C(=O)NC4CCCCC4)[C@H]3CO)cc2)cc1	-24	101*	-6	-2.7
16	COc1ccc(S(=O)(=O)N(C)C[C@@H]2OCCCC[C@@H](C)Oc3ccc(NC(=O)Nc4ccccc4)cc3C(=O)N([C@@H](C)CO)C[C@@H]2C)cc1	-83*	74	-1	0.4
17	CCCNC(=O)N1C[C@H](O)COC[C@@H]2O[C@@H](CC(=O)NCc3ccncn3)CC[C@H]21	11	-41	12&9	-1.2
18	C[C@@H]1CN([C@H](C)CO)C(=O)c2cc(NC(=O)Nc3cccc4ccccc34)ccc2O[C@@H](C)CCCCO[C@@H]1CN(C)C(=O)Cc1ccccc1	?	44	5	-0.8
19	CCNC(=O)Nc1ccc2c(c1)C(=O)N(C)[C@@H]1CC[C@@H](CC(=O)NCCN3CCCC3)O[C@@H]1CO2	9	-13	-1	0.3
20	C[C@H](CO)N1C[C@H](C)[C@H](CN(C)S(=O)(=O)c2ccccc2)Oc2ccc(NC(=O)CCC(F)(F)F)cc2C1=O	18	-9	-2	-2.4

(list continues)
item	Molecule	Pf Dd2 growth	T cruzi growth	C diff growth	KDM4C inh
21	O=C(C[C@@H]1C[C@@H]2c3cc(NS(=O)(=O)c4ccc(F)cc4)ccc3O[C@@H]2[C@@H](CO)O1)N1CCCCC1	-30	nt	-7	-1.3
22	C[C@H]1CN([C@@H](C)CO)C(=O)c2cc(NS(=O)(=O)c3ccc(Cl)cc3)ccc2O[C@@H]1CN(C)CC1CC1	14	22	-1	-2.3
23	CO[C@@H]1CN(C)C(=O)c2ccc(NC(=O)NC(C)C)cc2OC[C@H](C)N(C)C[C@@H]1C	4	-36	nt	0.2
24	O=C(Cc1ccccc1)N1C[C@@H]2[C@H](c3ccccc31)[C@H](CO)N2C(=O)C1CCCC1	2	19	5	6.0
25	C[C@@H]1CN([C@@H](C)CO)S(=O)(=O)c2ccc(-c3cccc(F)c3)cc2O[C@@H]1CN(C)S(=O)(=O)c1ccccc1	-25	117*	6	0.7
26	O=C(NC1CCCCC1)N1CC(=O)N2[C@H](CO)[C@@H](c3ccc(/C=C/c4ccccc4)cc3)[C@@H]2C1	-16	nt	-13	-0.5
27	COc1ccc(NC(=O)Nc2cccc3c2O[C@@H](CN(C)Cc2ccc(Cl)c(Cl)c2)[C@H](C)CN([C@@H](C)CO)C3=O)cc1	-36	116*	5	2.0
28	Cc1ccc(CN(C)C[C@H]2OCc3cnnn3CCCC(=O)N([C@H](C)CO)C[C@@H]2C)cc1	-3&-6	15&-78	2	0.3
29	COc1ccccc1-c1cn(CC[C@@H]2CC[C@@H](NC(=O)c3cnccn3)[C@H](CO)O2)nn1	-8	9	-2	0.4
30	CC(C)CC#Cc1cnc2c(c1)C(=O)N([C@H](C)CO)C[C@@H](C)[C@H](CN(C)C(=O)Nc1cccc(F)c1)O2	-4	85	-5	-0.1
31	Cc1cc(C(=O)Nc2ccc3c(c2)C(=O)N(C)[C@H]2CC[C@H](CC(=O)O)O[C@H]2CO3)no1	13	9	8	3.9
32	COc1ccc(NC(=O)N(C)C[C@H]2OCCCC[C@@H](C)Oc3ccc(NC(=O)CCC(F)(F)F)cc3C(=O)N([C@H](C)CO)C[C@@H]2C)cc1	5	27	3	-0.5
33	Cc1noc(C)c1C(=O)N(C)C[C@@H]1OCc2ccccc2-c2c(n(C)c3ccccc23)C(=O)N([C@H](C)CO)C[C@@H]1C	10	-9	-3	1.3
34	COc1cccc(CN2CCCCN3[C@@H](CO)[C@H](c4ccc(C#Cc5cccnc5)cc4)[C@@H]3C2)c1	-69	117*	22	-0.4
35	C[C@H](CO)N1C[C@H](C)[C@H](CN(C)S(=O)(=O)c2cn(C)cn2)Oc2ncc(C#Cc3ccc(F)cc3)cc2C1=O	20	1	-7	-1.5
36	O=S(=O)(N[C@@H]1CC[C@@H](CCn2cc(-c3cccc(F)c3)nn2)O[C@H]1CO)c1ccc(Cl)cc1	-2	54	nt	-3.6
37	C[C@H](CO)N1C[C@H](C)[C@H](CN(C)C(=O)Cc2ccncc2)Oc2cc(C#CC3CCCC3)ccc2S1(=O)=O	-79	116*	3	-0.2
38	COc1ccc(NC(=O)N(C)C[C@H]2Oc3ccc(NS(=O)(=O)c4cccs4)cc3CC(=O)N([C@H](C)CO)C[C@H]2C)cc1	15	37	-1	-2.0
39	N#C[C@H]1[C@H](c2ccccc2-c2ccccc2)[C@@H](CO)N1C(=O)Cc1ccncc1	19	nt	2	-2.2
40	C[C@H]1CCCCO[C@H](CN(C)Cc2ccccc2)[C@@H](C)CN([C@@H](C)CO)C(=O)c2cc(NC(=O)CCC(F)(F)F)ccc2O1	-12	78&15	-3	-0.1

Rewritten with values under each structure: 5 of the compounds above.
Second line of a record – Pf Dd2 growth	T cruzi growth	C diff growth	KDM4C inh
#37 C[C@H](CO)N1C[C@H](C)[C@H](CN(C)C(=O)Cc2ccncc2)Oc2cc(C#CC3CCCC3)ccc2S1(=O)=O
    -79	116*	3	-0.2
#34 COc1cccc(CN2CCCCN3[C@@H](CO)[C@H](c4ccc(C#Cc5cccnc5)cc4)[C@@H]3C2)c1
    -69	117*	22	-0.4
#31 Cc1cc(C(=O)Nc2ccc3c(c2)C(=O)N(C)[C@H]2CC[C@H](CC(=O)O)O[C@H]2CO3)no1
    13	9	8	3.9
#39 N#C[C@H]1[C@H](c2ccccc2-c2ccccc2)[C@@H](CO)N1C(=O)Cc1ccncc1
    19	nt	2	-2.2
#21 O=C(C[C@@H]1C[C@@H]2c3cc(NS(=O)(=O)c4ccc(F)cc4)ccc3O[C@@H]2[C@@H](CO)O1)N1CCCCC1
    -30	nt	-7	-1.3

Later entries
41. C[C@@H]1CN([C@H](C)CO)C(=O)CCCn2nncc2CO[C@@H]1CN(C)C(=O)Nc1cccc(Oc2ccccn2)c1
42. O=S(=O)(c1ccc(F)cc1)N1CCCCN2[C@H](CO)[C@@H](c3ccc(C#CC4CC4)cc3)[C@H]2C1
43. COc1ccc2c3c([nH]c2c1)[C@H](CO)N(C(=O)c1ccncc1)CC31CN(C(=O)NC(C)C)C1
44. C[C@@H]1CN([C@@H](C)CO)C(=O)c2cc(C#Cc3ccccc3F)cnc2O[C@@H]1CN(C)C(=O)C1CCC1
45. CCC(=O)N1[C@@H](CO)[C@@H]2c3ccccc3N(S(=O)(=O)c3ccc(F)cc3)C[C@@H]21

compound no.	41	42	43	44	45
Pf Dd2 growth	-18	-52	4	-40	2
T cruzi growth	7	94	nt	90	8
C diff growth	1	15	-3	3	-7
KDM4C inh	0.1	-0.5	-0.9	-0.6	0.7

46. CC(C)NC(=O)N(C)C[C@@H]1Oc2ccc(NC(=O)c3ccncc3)cc2C(=O)N([C@H](C)CO)C[C@@H]1C
47. Cc1noc(C)c1NC(=O)N[C@H]1C=C[C@@H](CC(=O)Nc2ccccc2)O[C@@H]1CO
48. C[C@@H]1CN([C@@H](C)CO)S(=O)(=O)c2ccc(C#Cc3ccncc3)cc2O[C@@H]1CN(C)S(=O)(=O)c1ccc(F)cc1
49. C[C@@H](NC(=O)C[C@H]1C[C@@H]2c3cc(NS(=O)(=O)c4ccc(F)cc4)ccc3O[C@@H]2[C@@H](CO)O1)c1ccccc1
50. O=C(C[C@@H]1CC[C@@H]2[C@H](COC[C@H](O)CN2C(=O)c2cccnc2)O1)NCc1ccc(Cl)cc1

compound no.	46	47	48	49	50
Pf Dd2 growth	1	nt	-83*	-57	4
T cruzi growth	57	nt	114*	-19	45
C diff growth	2	2	8	-13	-3&-4
KDM4C inh	-2.7	0.7	-5.2	0.1	-3.8

51. C[C@@H]1CCCCO[C@@H](CN(C)C(=O)c2ccccc2)[C@H](C)CN([C@H](C)CO)C(=O)c2cc(NS(=O)(=O)c3ccccc3)ccc2O1
52. O=C(NCc1ccccc1)[C@H]1[C@H](CO)[C@H]2Cn3c(cccc3=O)[C@@H]1N2C(=O)Cc1ccccn1
53. C[C@@H]1CN([C@@H](C)CO)C(=O)c2cccc(NC(=O)C3CCOCC3)c2O[C@H]1CN(C)C(=O)Nc1cccc2ccccc12
54. CCN1[C@@H]2c3ccc(-c4cccc(OC)c4)c(=O)n3C[C@H]1[C@H](CO)[C@H]2C(=O)N(C)C
55. CN(C)C(=O)C[C@@H]1C=C[C@@H](NC(=O)C2CCC2)[C@@H](CO)O1

compound no.	51	52	53	54	55
Pf Dd2 growth	-54	8	18	nt	13
T cruzi growth	38	44	-17	-7	-18
C diff growth	nt	-4	-11	0	4
KDM4C inh	0.8	-1.9	3.3	1.0	0.4

56. COc1ccc(CNC(=O)C[C@H]2C=C[C@@H](NC(=O)CN(C)C)[C@H](CO)O2)cc1
57. O=C(C[C@@H]1C[C@@H]2c3cc(NC(=O)CC4CC4)ccc3O[C@@H]2[C@@H](CO)O1)NCCN1CCCCC1
58. O=C(CCN1CCCCC1)N[C@H]1CC[C@H](CCNS(=O)(=O)c2ccc(Cl)cc2)O[C@@H]1CO
59. COc1ccc(S(=O)(=O)Nc2ccc3c(c2)OC[C@H](C)NC[C@H](C)[C@H](OC)CN(C)C3=O)cc1
60. COc1ccc(NC(=O)Nc2ccc3c(c2)C(=O)N([C@@H](C)CO)C[C@@H](C)[C@H](CN(C)Cc2ccncc2)OCCCC[C@H](C)O3)cc1
61. C[C@H](CO)N1C[C@H](C)[C@H](CN(C)CC2CCCCC2)OCCCC[C@H](C)Oc2ccc(NS(=O)(=O)c3ccc(F)cc3)cc2C1=O
62. COc1ccc(CN(C)C[C@@H]2Oc3c(NS(=O)(=O)c4ccccc4)cccc3C(=O)N([C@H](C)CO)C[C@@H]2C)cc1

compound no.	56	57	58	59	60	61	62
Pf Dd2 growth	7	24	-25	15	-38	-55	1
T cruzi growth	2	-44	-5	-21	69	84	6
C diff growth	-1	-1	1	nt	8	25	-3
KDM4C inh	0.5	0.5	-1.4	-3.6	1.0	-1.5	-0.6

Bioassay records: PubChem BioAssay, Broad Institute

Not a hit list; any-hit rate near 7.3%.
